Peg3 prom inh: Peg3 promoter-driven luciferase inhibitors, primary screen, cell-based, HeLa, luciferase luminescence; HeLa PEG-Prom luciferase reporter, overnight; inhibition, % at 20 µM; 1.7% of 360,000 active;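 active = inhibition of at least 50% at 20 µM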
NR2E3 ag-1: NR2E3 agonists in two-hybrid cells, primary screen, cell-based, luminescence, CHO-S, Gal4-NCOR/VP16-NR2E3. AID 602229, 2012. luciferase. inhibition of corepressor binding, % at 3.98 µM. 0.35% of 360,000 active;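 active = inhibition above the mean of all tested compounds plus 3 SD, cut at about 70% in these data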;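 also: 0% = DMSO with NR2E3 transfected cells and 100% = cells lacking NR2E3 construct; higher means lower luciferase signal from less NR2E3 corepressor binding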
Target sequence (Q9Y5X4 whole entry, looked up, the tested form may be a part): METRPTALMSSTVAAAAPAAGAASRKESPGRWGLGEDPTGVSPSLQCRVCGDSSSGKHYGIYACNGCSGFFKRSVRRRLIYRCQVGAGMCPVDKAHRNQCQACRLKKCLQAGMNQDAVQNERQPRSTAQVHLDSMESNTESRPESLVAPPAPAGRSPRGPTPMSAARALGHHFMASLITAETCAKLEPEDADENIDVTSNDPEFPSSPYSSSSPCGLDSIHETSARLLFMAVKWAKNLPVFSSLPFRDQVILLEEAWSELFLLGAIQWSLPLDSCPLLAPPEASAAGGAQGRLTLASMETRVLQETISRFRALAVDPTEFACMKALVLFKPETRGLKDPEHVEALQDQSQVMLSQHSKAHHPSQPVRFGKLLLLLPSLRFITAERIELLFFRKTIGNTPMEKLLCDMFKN
HIF-2a block: HIF-2a reporter inhibitors, primary screen, luminescence, 786-0 RCC cells; 786-0 RCC cells HIF-2a reporter, luciferase luminescence, overnight; inhibition, % at 18.8 µM; 0.72% of 360,000 active;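 active = inhibition of the luminescence signal of 40% or more relative to plate controls, in a single-dose primary screen at 18.75 µM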
Shn3 inh set2: reduction of Shn3 3'UTR firefly luciferase signal, primary screen, Schnurri-3 inhibitor project, cell-based, Clone20 osteoblasts, set 2; Clone20 osteoblast Shn3 3'UTR firefly luciferase, 24 h; inhibition, % at 12.5 µM; 0.52% of 360,000 active; AID 588674, 2011;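 active = mean inhibition of at least 75% with every replicate also reaching 75%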;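 also: 0% = median of neutral control wells and 100% = pilot-screen positive control compound; some compounds past the cut are filed as inactive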
hiPSC survival: enhancers of single-cell hiPSC survival, primary screen, ATPlite luminescence; 0.044% of 360,000 active; 100% = ROCK inhibitor wells, 0% = DMSO; survival enhancement, % at 20 µM; in the data active = survival enhancement above about 18%;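 also: cells exposed to compounds for 16 hours before the ATP read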
EBV LMP1 NFkB: EBV LMP1-driven NF-kappaB luciferase reporter inhibitors, primary screen, cell-based, luminescence, single point. LMP1-induced NF-kappaB luciferase reporter cells. inhibition, % at 12.5 µM. 0.69% of 350,000 active. AID 504558, 2011; in the data active = inhibition above about 41%;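 also: 0% = neutral control wells and 100% = reference inhibitor control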
CF NFkB block: inhibitors of PAF-induced NF-kB signaling, primary screen, cell-based, GFP fluorescence, uHTS. KKLEB NF-kB-GFP reporter, GFP fluorescence overnight. inhibition, % at 5 µM. 0.86% of 360,000 active;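 active = at least 50% inhibition at 5 µM, scaled per plate between neutral and stimulator controls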;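 also: PAF is a Pseudomonas aeruginosa culture filtrate used as stimulus; plate controls were PAF-stimulated DMSO wells for no effect and unstimulated DMSO wells for full effect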
TRAIL sens C8: viability loss with TRAIL in NB7+C8 cells, primary screen, TRAIL sensitizer project, cell-based, ATPlite luminescence; inhibition (viability loss, TRAIL sensitization), % at 10 µM; 1% of 360,000 active; AID 624354, 2012;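 active = compounds causing at least 50% loss of cell viability in the single-dose screen, relative to plate controls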
KKLEB tox: cytotoxicity in KKLEB CF airway cells, primary screen, cytotoxicity control for CF NF-kB inhibitor project, cell-based, uHTS, fluorescence assay plates; KKLEB CF airway cells viability, ATPlite luminescence, overnight; stronger effect = lower value; cells stimulated with P. aeruginosa culture filtrate; activity change (cytotoxicity), % at 5 µM; 0.36% of 360,000 active;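 active = corrected activity change at or below -50% at 5 µM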
TRPM1 prom inh: inhibitors of MITF-dependent TRPM1 promoter reporter, primary screen, cell-based, SK-MEL-5, single point, luciferase | SK-MEL-5 TRPM1 promoter luciferase, 24 h | inhibition, % at 12.5 µM | 0.83% of 330,000 active | AID 488899, 2010;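 active = mean inhibition across replicates of 60% or more, whatever share of single replicates reaches that level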; also: values of inactives mirror those of a sister screen read the other way
NR2E3 ag-2: inhibitors of NR2E3-RetCOR corepressor binding, primary screen, NR2E3 agonist project, biochemical, TR-FRET, GST-NR2E3, biotin-RetCOR | 0.12% of 320,000 active | Photoreceptor-specific nuclear receptor (Homo sapiens), Q9Y5X4 | 1536-well | inhibition of corepressor binding, % at 4.78 µM | AID 2300, 2010;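 active = percent inhibition above the cutoff of mean plus 3 SD of all tested compounds, set per screening campaign, cut at about 20% in these data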;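 also: 0% = DMSO wells and 100% = biotin wells as full block of FRET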
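System: GST-NR2E3 and biotin-RetCOR proteins; probe or stimulus: 7 nM biotin-RetCOR; doses: compound at 4.8 µM, single dose; schedule: Compound–protein incubation for 5 h at 4 °C; detection: time-resolved FRET; read-out: percent inhibition; controls: biotin wells as high control, 0.6% DMSO wells as low control; format: 1536-well plates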
Starred values were filed as active, the others as inactive; . = not tested or not shown. Not all compounds are listed; rates above refer to the full screens.

Results follow in this order: Peg3 prom inh, NR2E3 ag-1, HIF-2a block, Shn3 inh set2, hiPSC survival, EBV LMP1 NFkB, CF NFkB block, TRAIL sens C8, KKLEB tox, TRPM1 prom inh, NR2E3 ag-2
> COc1ccc(CCNC(=O)c2ccc(=O)[nH]c2)cc1OC
    5, -4, 5, 15, -0.5, 0, 5, 1, -5, -4, -4
> COc1ccc(NC(=O)C(=O)N/N=C(\C)CC(=O)Nc2ccccn2)c(OC)c1
    1, -25, 8, -1, -0.1, -3, 15, -23, -8, 10, 1
> Cc1cc(NC(=O)c2ccc(COc3ccc(Cl)c(C)c3)o2)no1
    9, -42, 7, 18, 0.7, -8, -8, 14, 7, 5, 0
> O=C(CCCCCN1C(=O)c2cccc3cccc(c23)C1=O)NCc1cccnc1
    -28, -15, -67, 0, 0.3, ., -25, -18, 4, ., 0
> Cc1ccccc1-c1n[nH]c(=S)n1/N=C/C=C/c1ccco1
    9, -2, 18, 1, 0.3, 2, -10, 10, 0, -10, 2
> COc1cc2nc(Cl)nc(N3CCOCC3)c2cc1OC
    1, -13, 29, 17, 4.0, 3, 9, 2, -6, -13, 2
> CCN(CC)S(=O)(=O)c1cc(NC(=O)CCCOc2ccc(C(C)=O)cc2)ccc1C
    27, 9, 22, 23, -2.6, 15, -10, 29, -6, 10, 0
> CC1(C)CC(N(Cc2cccs2)C(=O)c2ccco2)CCO1 (stereo unspecified)
    -2, 2, 10, 7, 2.1, 2, 3, 13, -4, 1, 3
> O=C(COC(=O)C1=Cc2ccccc2OC1)NCc1ccc(F)cc1
    -22, -23, -116, -3, 0.5, 3, -18, -12, 6, -3, .
> Cn1cc(Br)c(NS(=O)(=O)c2ccc(Cl)s2)n1
    12, -25, 19, -17, -0.4, 3, 12, 2, -6, 2, 2
> COC(=O)c1scc(C)c1N/N=C(\C)c1ccc(F)cc1F
    5, -43, -3, 19, 5.8, -8, -14, 7, -4, -5, -2
> CCCCS(=O)CC(COCc1ccccc1)OC(=O)CSc1nc(C)cc(C)n1 (stereo unspecified)
    1, -13, 9, -3, 12, -10, 0, -7, -2, 8, 0
> CC(OC(=O)/C=C/c1cccs1)C(=O)Nc1ccc(C(N)=O)cc1 (stereo unspecified)
    -11, -13, -2, -1, 0.8, 15, 21, 0, 1, -5, -1
> CC(=O)CSc1ncnc2nc[nH]c12
    18, 0, 17, 6, 8.4, -2, 6, 12, -3, -9, 2
> O=C(CNc1ccccc1F)Nc1cccc(S(=O)(=O)N2CCCCC2)c1
    0, 11, -16, 12, 1.6, -7, 8, 3, -3, 4, .
> CCN(CC)C(=O)C1CCCN(Cc2ccc(OC)c(C)c2)C1 (stereo unspecified)
    13, -18, 18, -4, 0.2, -3, 8, 0, 0, -8, 1
> CCC1CCCCN1CCCNC(=O)C1CCC(=O)N1Cc1ccc(C)cc1 (stereo unspecified)
    11, -22, 10, -20, 1.5, 5, -6, 10, 7, 6, 5
> O=C1Nc2cnc(Cl)nc2Nc2ccccc21
    40, 12, 12, 14, 0.2, ., -16, -10, -4, ., .
> O=C(NCc1ccco1)c1c(Cl)cccc1Cl
    -5, 14, 10, -2, 3.3, 7, 13, -8, -1, ., .
> COc1cc2c(cc1OC)C(c1ccc([N+](=O)[O-])cc1)N(C(C)=O)CC2 (stereo unspecified)
    17, -29, 20, 1, 0.5, -7, 26, 1, -22, -1, .
> COCCCNc1nc2c(c(=O)[nH]c(=O)n2C)n1CC(O)COc1ccccc1C (stereo unspecified)
    8, -5, 8, -12, 0.0, 2, -24, -3, 9, 7, 4
> CCn1nnc(NC(=O)c2ccco2)n1
    4, -32, -10, -2, 0.0, -3, -1, 3, 7, -2, -2
> CCn1ccnc1CN(C)C(=O)C1CCC(=O)N(Cc2cccc(C(F)(F)F)c2)C1 (stereo unspecified)
    -6, -17, 15, 17, 1.3, 2, 23, 5, -12, -14, -2
> COC(=O)c1ccc(Oc2cc(C)nc(-n3nc(C)cc3C)n2)cc1
    9, 8, -10, 22, -1.2, 8, 31, -18, -37, 31, -1
> Cc1cc([N+](=O)[O-])nn1CC(=O)Nc1nc2ccccc2s1
    9, -9, 10, -6, -0.3, -2, 9, -7, -6, 5, 2
> O=S(=O)(c1ccc2ccccc2c1)n1cccn1
    11, 15, 4, 22, -0.6, 5, -20, -16, 16, 2, -2
> Cc1ccc(C)c(C(O)c2ncc(-c3cccc4ccccc34)[nH]2)c1 (stereo unspecified)
    17, -7, -5, -2, 2.5, ., 16, 18, -4, ., .
> O=[N+]([O-])c1cccc(S(=O)(=O)N2CCC(c3nc(-c4ccncc4)no3)CC2)c1
    19, -1, -5, 7, 0.8, 6, 11, -14, -7, 10, -2
> O=C(O)/C=C/C(=O)Nc1ccc(-n2nccc2C(F)(F)F)cc1
    -3, -11, 2, 9, -0.4, -8, 10, 10, 6, -5, -1
> Cc1noc(C)c1NC(=O)N(C)C[C@@H]1OCc2cnnn2CCCC(=O)N([C@@H](C)CO)C[C@@H]1C
    3, -5, 9, -3, -1.3, 1, -7, 2, 3, ., .
> O=C(NCc1cccnc1)C1CCN(S(=O)(=O)c2cc(Cl)ccc2Cl)CC1
    2, 0, 20, 29, 0.4, 3, -5, 3, -5, -2, 2
> CN(c1cccc(NC(=O)CN(c2ccc(C34CC5CC(CC(C5)C3)C4)cc2)S(C)(=O)=O)c1)S(C)(=O)=O
    5, -18, -56, 84, 2.9, -4, -21, 1, 2, 10, -4
> COc1ccc(C2CC(c3ccccc3)=NN2C(=O)COC(=O)/C=C/c2ccc(O)c(OC)c2)cc1 (stereo unspecified)
    -11, -2, -24, -1, 0.8, 2, 14, 10, -10, -6, 2
> COc1ccc(S(=O)(=O)N2CCOC23CCN(S(C)(=O)=O)CC3)cc1
    13, 1, 9, 2, -0.1, -1, 14, -10, -5, -12, -2
> O=C(COC(=O)C1CC(O)CN1C(=O)Oc1ccccc1)c1ccc(Br)cc1 (stereo unspecified)
    6, 3, 13, 8, 0.9, 4, -9, 16, 6, 4, 2
> COc1cccc(C(=O)NC(Cc2ccccc2)c2ccc3c(c2)OCCCO3)c1 (stereo unspecified)
    -5, 1, -33, -11, -0.6, 3, -7, -9, 0, -18, -1
> OC[C@@H]1CN(CCN2CCOCC2)C[C@H](n2cnc3c(NC4CC4)ncnc32)O1
    8, -1, 7, 7, 7.7, ., 5, -23, -7, ., .
> CC(C)CNS(=O)(=O)c1ccc(CCC(=O)NCC2CCCO2)cc1 (stereo unspecified)
    8, -8, 6, 4, -2.9, 1, -7, -21, -4, -6, -1
> Cc1sc2nc(C)n(/N=C/c3ccc(O)cc3)c(=O)c2c1C
    11, -4, 21, -1, -0.4, 5, -7, 50*, 9, 4, 0
> CSc1nc(/C=C2\C=Nc3ccccc32)c(O)n1C
    -98, -17, -151, -1, -2.8, -2, 7, 7, -10, 4, -7
> CCOc1ccc(C(=O)NNC(=O)CCNC(=O)c2ccco2)cc1OC
    12, -3, 13, -14, -0.1, -1, 16, 1, -14, 6, 1
> CCSc1nnc(NC(=O)C2CC(=O)N(Cc3ccccc3)C2)s1 (stereo unspecified)
    2, 12, 10, -26, 0.2, 4, -6, 3, 1, -3, -4
> Fc1cccc(Cc2c(-c3cccc(Br)c3)nc3ccc(Br)cn23)c1
    -124, 19, -214, -25, -2.5, ., 12, -15, -11, ., .
> CCOC(=O)N1CCN(Cc2nnc(-c3cccc(Br)c3)o2)CC1
    23, -8, 10, 5, -0.3, 4, -12, 11, -3, 6, 1
> CC(C)(C)OC(=O)C[C@@H]1C/C=C\C[C@@H](CC(=O)N(CCO)Cc2ccccc2)C(=O)N2CCC[C@@H]2COC1=O
    14, -23, 8, -20, -0.5, -4, 11, 5, -10, -5, .
> Cc1occc1C(=O)N/N=C/c1cccnc1
    -50, -118, -46, -42, -0.3, -4, -2, -1, 12, -29, -1
> CCOc1cc(-c2cn(S(=O)(=O)c3cccc4nsnc34)nc2N)cc(OCC)c1OCC
    21, 13, -5, 28, -2.4, 8, -9, 8, -7, 3, 1
> COc1ccc(Cc2c(-c3cccc(Cl)c3)nc3ccc(C)cn23)c(C)c1
    -226, -79, -276, -43, 1.0, ., -6, -6, -11, ., .
> CCNC(=O)C1(C)CCN(C(=O)c2ccc(C(=O)OC)cc2)C1 (stereo unspecified)
    -4, -34, 18, -18, 0.3, ., -5, -14, 7, ., .
> CCOC(=O)C1=C(CNC2CCCCC2)NC(=O)NC1c1cc(C)ccc1C (stereo unspecified)
    9, -26, -1, ., 1.3, 3, 8, 6, -10, -14, -11
> O=S(=O)(Nc1cccc(-n2cnnn2)c1)c1cccc(Cl)c1
    16, 4, 11, 3, 1.1, -1, -6, 4, 4, 9, 3
> CN(CC(=O)Nc1c(Cl)cccc1Cl)C(=O)CNC(=O)c1ccc2ccccc2c1
    -25, -9, -20, -3, 0.3, 12, -8, -9, -7, -3, 1
> O=C1Nc2ccccc2C12OCC(COc1ccc(Cl)cc1)O2 (stereo unspecified)
    -15, -1, -64, 6, -3.6, -5, 8, 13, -10, -14, 0
> CCN(CC)S(=O)(=O)c1cccc(NC(=O)c2cc3ccccc3o2)c1
    -63, 1, -129, 13, -2.8, -5, -1, 12, 4, -5, 1
> COc1ccc(-c2nc(CS(=O)CC(=O)NCc3ccc(Cl)cc3)c(C)o2)cc1OC (stereo unspecified)
    21, -5, 8, 1, -0.4, 3, 24, 7, 2, 6, 0
> NC(N)=NCCCS(=O)(=O)Nc1ccc(Nc2c3ccccc3nc3cc([N+](=O)[O-])ccc23)cc1
    -8, -13, -6, 3, 4.4, 2, -14, -1, 8, -3, .
> COc1ccc(C(=O)Oc2c(C)occc2=O)cc1OC
    16, 10, 16, 11, -3.3, 2, 20, -4, -16, 2, 2
> CCOC(=O)CCNC(C)C1COc2ccccc2O1 (stereo unspecified)
    14, 18, 15, -12, 3.7, 3, 21, 2, -11, 12, 1
> CN(C(=O)CC1C(=O)NCCN1CC(c1ccccc1)c1ccccc1)C(C1CC1)C1CC1 (stereo unspecified)
    4, -11, 7, -2, 0.3, 2, -7, -7, -14, -6, -2
> COc1cccc2c1OCC1COc3c(c(=O)n(C)c(=O)n3C)C21 (stereo unspecified)
    9, 7, 13, -21, -2.3, 2, 18, -8, -6, 7, -1
> CCCc1nc(SCC(=O)Nc2ccc(N3CCOCC3)cc2)c2ccccc2n1
    3, -6, 13, 7, 2.4, 1, 4, 16, -11, 16, 2
> COc1cc2c(c(OC)c1OC)-c1ccc(SC)c(=O)cc1C(NC(=O)C(F)(F)F)CC2 (stereo unspecified)
    -33, 25, 16, -2, -1.9, -4, 56*, 50, -17, 52, .
